Screening results: PubChem, Broad Institute
miR-122 sensor – miR-122 Renilla sensor signal increase in Huh7, primary screen, miR-122 inhibitor project, cell-based, single point, plate reader; hit rate 0.3% among 340,000; activation (reporter increase), % at 12.5 µM; Huh7 miR-122 Renilla luciferase sensor, 48 h; neutral wells = 0, positive control = 100; AID 602342, 2012;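 active = mean replicate activation score at least 90 and every replicate individually at or above 90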;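 also: higher luciferase means less miR-122 activity so hits act as miR-122 inhibitors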
Cneo AK release – Cryptococcus neoformans cell lysis inducers, primary screen, AK release luminescence, single concentration | C. neoformans lysis, adenylate kinase release luminescence, 4 h; normalised: neutral wells 0, clomiphene wells 100 | lysis activity, % at 15 µM | hit rate 0.2% among 360,000 | AID 651654, 2012;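 active = mean lysis activity across replicates of at least 80%, whatever share of replicates individually reach that level; inactive = mean lysis activity below 80%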
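read-out = cell lysis signal | test system = log-phase Cryptococcus neoformans yeast cells | input = cells at 5 × 10^6 per mL | medium = fresh YPD growth medium | signal = luminescent adenylate kinase detection reagent | timing = 4 h at 37 °C static, read 1 h later | dosing = single dose | controls = Clomiphene as positive lysis control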
esBAF inh – Bmi1 luciferase reporter increase in mESCs, primary screen, esBAF inhibitor project, mouse ES cells, Bmi1 luciferase knock-in, single point; reporter increase, % at 12.5 µM; hit rate 2% among 350,000; 24 h; 100% = twice the neutral-well signal; in the data active = activation above about 40%;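 also: 0% = median of the plate's neutral control wells and 100% = double that signal; a rise in the Bmi1 reporter signal indicates esBAF inhibition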
ERp5 inh – inhibitors of ERp5-driven insulin aggregation, primary screen, biochemical, turbidity, absorbance 650 nm, single point | inhibition, % at 9.99 µM | 90 min | Protein disulfide-isomerase A6 (Homo sapiens), Q15084 | hit rate 0.05% among 350,000 | AID 651711, 2012;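 active = mean replicate inhibition above about 25%, with every replicate also reaching it, limit read from the data, passing the limit was not always enough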
Target sequence (Q15084 whole entry, looked up): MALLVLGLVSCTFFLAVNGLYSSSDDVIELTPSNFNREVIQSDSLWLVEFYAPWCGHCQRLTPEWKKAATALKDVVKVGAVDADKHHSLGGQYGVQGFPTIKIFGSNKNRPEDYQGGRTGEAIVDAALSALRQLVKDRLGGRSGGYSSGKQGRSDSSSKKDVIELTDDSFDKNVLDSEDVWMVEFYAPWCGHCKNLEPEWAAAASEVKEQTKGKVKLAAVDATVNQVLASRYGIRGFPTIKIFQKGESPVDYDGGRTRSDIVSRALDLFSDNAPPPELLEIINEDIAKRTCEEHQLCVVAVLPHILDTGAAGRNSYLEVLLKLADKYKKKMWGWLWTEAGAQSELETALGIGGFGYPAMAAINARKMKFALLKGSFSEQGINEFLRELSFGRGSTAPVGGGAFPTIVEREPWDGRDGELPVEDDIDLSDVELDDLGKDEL
C2C12 statin – suppressors of statin myotoxicity in C2C12 myotubes, primary screen, cell-based, single point, plate reader | rescue of ATP level, % at 7.49 µM | hit rate 0.78% among 330,000 | C2C12 myotubes + simvastatin, ATP luminescence, 48 h; scaled: DMSO 0, geranylgeraniol control 100;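 active = mean ATP rescue above about 67%, or every replicate alone reaching that limit, limit read from the data, passing the limit was not always enough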;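 also: myotubes were challenged with 10 µM simvastatin during compound exposure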
ARNT TACC3 PPI – disruptors of ARNT/TACC3 protein interaction, primary screen, biochemical, AlphaScreen, single concentration; Transforming acidic coiled-coil-containing protein 3 (Homo sapiens), Q9Y6A5; AlphaScreen His-ARNT PAS-B/GST-TACC3 binding, luminescence; TACC3 fragment carries E629A point mutation; inhibition, % at 9.99 µM; hit rate 0.66% among 390,000; AID 623870, 2012;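 active = mean inhibition of replicates at least 50% and at least half of replicates each reaching 50%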;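 also: 0% = complete ARNT plus TACC3 wells and 100% = ARNT alone without TACC3; many hits fall short of the cut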
SIRT5 block – SIRT5 desuccinylase inhibitors, primary screen, biochemical, fluorescence imaging, single point, set 5. hit rate 1.1% among 330,000. NAD-dependent protein deacylase sirtuin-5, mitochondrial (Homo sapiens), Q9NXA8. AID 652115, 2013. inhibition, % at 15 µM. Purified SirT5, succinyl-peptide AMC, trypsin-coupled fluorescence; in the data active = inhibition above about 15%
Target sequence (Q9NXA8 whole entry, looked up): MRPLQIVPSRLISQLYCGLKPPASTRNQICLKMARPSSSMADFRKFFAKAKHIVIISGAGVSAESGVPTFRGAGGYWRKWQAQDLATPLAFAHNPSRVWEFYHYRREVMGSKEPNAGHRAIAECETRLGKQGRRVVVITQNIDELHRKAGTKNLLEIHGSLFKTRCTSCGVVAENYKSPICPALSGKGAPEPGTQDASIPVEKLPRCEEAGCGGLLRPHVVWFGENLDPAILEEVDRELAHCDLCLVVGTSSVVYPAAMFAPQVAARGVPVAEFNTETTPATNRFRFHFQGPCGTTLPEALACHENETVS
* hit, by the source's call; nt = no result given; & = joins results of further samples; [ ] = another dose, or the depositor's remark.

(1) CO[C@@H]1CN(C)C(=O)c2ccc(NC(=O)C3CC3)cc2OC[C@@H](C)N(C(=O)CN2CCOCC2)C[C@@H]1C
(2) Cn1nnnc1SCC(=O)Nc1nc(-c2ccccc2)c(-c2ccccc2)o1
(3) CC1(C)NC(=O)N(c2ccc([N+](=O)[O-])c(C(F)(F)F)c2)C1=O
(4) COc1ccc(CN(C)C[C@H]2OCCCC[C@@H](C)Oc3ccc(NC(=O)NC4CCCCC4)cc3C(=O)N([C@H](C)CO)C[C@@H]2C)cc1
(5) Cc1ccsc1/C=c1\sc2ncnn2c1=O
(6) CCn1c(C)nc2cc(C(=O)NNC(=S)NC(=O)c3ccc(OC)cc3)ccc21
(7) COc1ccc(S(=O)(=O)N(C)C[C@H]2OCCCC[C@H](C)Oc3ccc(NC(=O)Nc4c(C)noc4C)cc3C(=O)N([C@@H](C)CO)C[C@H]2C)cc1
(8) COc1ccc(S(=O)(=O)N2CCN(CCc3ccccc3)CC2)c(OC)c1
entry no.	1	2	3	4	5	6	7	8
miR-122 sensor	nt	-2	2	16[16.7 µM]	1	2	-1[16.7 µM]	-7
Cneo AK release	0	-2	0	8	nt	-1	-3	0
esBAF inh	2	6	2	-3	-4	-4	0	-2
ERp5 inh	-2	nt	-3	-4	nt	-1	-1	0
C2C12 statin	5	-26	1	nt	-2	-19	21	12
ARNT TACC3 PPI	-4	-5	-2	-5	2	30	-3	-3
SIRT5 block	0	nt	-1	1	nt	4	0	-3

Ordered by molar mass (falling): some entries from above.
(7) COc1ccc(S(=O)(=O)N(C)C[C@H]2OCCCC[C@H](C)Oc3ccc(NC(=O)Nc4c(C)noc4C)cc3C(=O)N([C@@H](C)CO)C[C@H]2C)cc1
(4) COc1ccc(CN(C)C[C@H]2OCCCC[C@@H](C)Oc3ccc(NC(=O)NC4CCCCC4)cc3C(=O)N([C@H](C)CO)C[C@@H]2C)cc1
(1) CO[C@@H]1CN(C)C(=O)c2ccc(NC(=O)C3CC3)cc2OC[C@@H](C)N(C(=O)CN2CCOCC2)C[C@@H]1C
(6) CCn1c(C)nc2cc(C(=O)NNC(=S)NC(=O)c3ccc(OC)cc3)ccc21
(2) Cn1nnnc1SCC(=O)Nc1nc(-c2ccccc2)c(-c2ccccc2)o1
(8) COc1ccc(S(=O)(=O)N2CCN(CCc3ccccc3)CC2)c(OC)c1
(3) CC1(C)NC(=O)N(c2ccc([N+](=O)[O-])c(C(F)(F)F)c2)C1=O
(5) Cc1ccsc1/C=c1\sc2ncnn2c1=O
entry no.	7	4	1	6	2	8	3	5
miR-122 sensor	-1[16.7 µM]	16[16.7 µM]	nt	2	-2	-7	2	1
Cneo AK release	-3	8	0	-1	-2	0	0	nt
esBAF inh	0	-3	2	-4	6	-2	2	-4
ERp5 inh	-1	-4	-2	-1	nt	0	-3	nt
C2C12 statin	21	nt	5	-19	-26	12	1	-2
ARNT TACC3 PPI	-3	-5	-4	30	-5	-3	-2	2
SIRT5 block	0	1	0	4	nt	-3	-1	nt

(listing goes on)
(9) CCOC(=O)c1ccccc1NC(=O)COC(=O)c1cc([N+](=O)[O-])ccc1N1CCOCC1
(10) C[C@H](CO)N1C[C@H](C)[C@@H](CN(C)S(=O)(=O)c2cn(C)cn2)Oc2ccc(NS(=O)(=O)c3ccccc3)cc2CC1=O
(11) O=C(C[C@@H]1CC[C@H]2[C@@H](COC[C@@H](O)CN2CC2CCOCC2)O1)N1CCOCC1
(12) CNC[C@H]1OCCCC[C@@H](C)Oc2ccc(NS(=O)(=O)c3cn(C)cn3)cc2C(=O)N([C@@H](C)CO)C[C@@H]1C
(13) O=C(O)c1ccc(NS(=O)(=O)c2ccc3c(c2)C(=O)c2ccccc2C3=O)cc1
(14) CCN(CC(=O)Nc1ccc2c(c1)OCCO2)C(=O)CCc1ccccc1Cl
(15) COC(=O)c1cc(=O)n(CCc2ccc(OC)cc2)c(=Nc2ccc(F)c(Cl)c2)s1
(16) CN(C)CCNC(=O)c1cccc(-c2cnc3c(NC=O)cc(-c4ccccc4F)cn23)c1
entry no.	9	10	11	12	13	14	15	16
miR-122 sensor	nt	-1[16.7 µM]	-1[16.7 µM]	11[16.7 µM]	1	-1	4	-9
Cneo AK release	nt	-3	-2	-13	nt	-1	2	-1
esBAF inh	nt	6	-5	-3	nt	-5	9	3
ERp5 inh	-2	-2	-4	nt	-2	1	-7	-3
C2C12 statin	nt	-15	2	nt	nt	-3	31	8
ARNT TACC3 PPI	4	6	-15	-4	nt	-3	3	nt
SIRT5 block	0	2	2	nt	6	-3	-3	-1

(17) Nc1nnn(CC(=O)N/N=C/c2cn[nH]c2-c2ccccc2)n1
(18) CC1(Cc2cc(Cl)ccc2C(F)(F)F)C(=O)Nc2cc(-c3ccccc3Cl)ccc21 (stereo unspecified)
(19) CC(C)NC(=O)CCCN1C(=O)c2ccccc2Sc2ncccc21
(20) CN(C)CCNc1ncnc2c1cnn2-c1ccc(Cl)cc1
(21) O=C(NC1CCSc2ccccc21)c1ccc(F)c(S(=O)(=O)N2CCOCC2)c1 (stereo unspecified)
(22) COc1ccc(N2CCN(c3n[nH]c(N)n3)CC2)cc1
(23) COc1ccc(N2CCN(C(CNC(=O)C(=O)NCCC3=CCCCC3)c3ccco3)CC2)cc1 (stereo unspecified)
(24) C=CCN(Cc1cc(OC)ccc1OC)C(=O)c1cc2ccc(OC)cc2[nH]1
entry no.	17	18	19	20	21	22	23	24
miR-122 sensor	-6	-5	-5	-1	1	nt	2	14
Cneo AK release	4	1	-2	1	-2	nt	-2	0
esBAF inh	nt	0	-7	-8	4	nt	-8	-4
ERp5 inh	16	2	2	3	-6	3	nt	-1
C2C12 statin	nt	7	3	-11	-10	nt	-43	20
ARNT TACC3 PPI	2	nt	-6	-2	-21	2	-6	17
SIRT5 block	2	-2	-1	nt	10	-1	nt	-7

(25) C[C@H]1CN([C@@H](C)CO)C(=O)c2cc(Br)cnc2O[C@H]1CN(C)C(=O)Nc1ccc(F)cc1
(26) CN1CCN(NC(=O)c2ccccc2F)CC1
(27) C[C@@H]1CCCCO[C@@H](CN(C)C(=O)NC2CCCCC2)[C@@H](C)CN([C@H](C)CO)C(=O)c2cc(NC(=O)NC3CCCCC3)ccc2O1
(28) C[C@H](CO)N1C[C@H](C)[C@H](CN(C)S(=O)(=O)c2ccc(F)cc2)Oc2ccc(NC(=O)Cn3cnnn3)cc2C1=O
(29) O=C(N1CCOCC1)N1CCN(S(=O)(=O)c2ccc(Cl)cc2)C1
(30) O=S(=O)(c1ccc2nc(Nc3ccccc3)ccc2c1)N1CCCCC1
(31) CC(=O)C1=C(O)C(=O)N(c2ccc(F)cc2)C1c1ccc(C)cc1 (stereo unspecified)
(32) COc1ccc(CN(CC(=O)NCCc2ccccc2)C(=O)CCC(=O)Nc2cc(C)ccn2)cc1
entry no.	25	26	27	28	29	30	31	32
miR-122 sensor	-5[16.7 µM]	0	-4[16.7 µM]	4[16.7 µM]	nt	78	nt	nt
Cneo AK release	-1	2	-10	-1	3	2	2	4
esBAF inh	0	-2	1	3	-8	19	11	-2
ERp5 inh	-5	nt	7	2	2	-10	1	8
C2C12 statin	16	nt	nt	-9	-5	-24	4	8
ARNT TACC3 PPI	-22	-2	-5	-1	-4	-6	4	-5
SIRT5 block	6	nt	-7	-3	0	0	4	-3

(33) O=C(NC(=S)Nc1cccnc1)c1cccs1
(34) O=c1c2[nH]c3ccccc3c2ncn1Cc1cccnc1
(35) COc1ccc(NC(=O)c2ccc(-c3ccccc3)cc2)cc1S(=O)(=O)N1CCOCC1
(36) C=CCn1c(SCC(=O)NCCC2=CCCCC2)nc2ccc(Cl)cc2c1=O
(37) O=C(O)c1ccc(CNC(=O)c2ccccc2NC(=O)c2ccc([N+](=O)[O-])cc2)cc1
(38) CCOC(=O)N1CCN(CCC(=O)Nc2ccc(OC(F)(F)F)cc2)CC1
(39) Cc1ccc2oc3c(c(=O)c2c1)C(c1cccs1)N(CCCN(C)C)C3=O (stereo unspecified)
(40) CCOC(=O)c1nnn(-c2nonc2N)c1-c1ccc(Br)cc1
entry no.	33	34	35	36	37	38	39	40
miR-122 sensor	0	2	nt	3	nt	2	0	nt
Cneo AK release	-1	0	nt	2	nt	0	-4	nt
esBAF inh	10	nt	nt	-10	-7	-4	2	nt
ERp5 inh	3	nt	12	nt	6	nt	nt	2
C2C12 statin	-26	nt	nt	-3	-1	-6	7	nt
ARNT TACC3 PPI	-3	7	5	4	-1	8	1	0
SIRT5 block	nt	nt	-2	nt	-3	nt	nt	-1

(41) C[C@H](CO)N1C[C@H](C)[C@@H](CN(C)Cc2ccc(C(=O)Nc3ccccc3N)cc2)Oc2c(cccc2N(C)C)C1=O
(42) CC1(C)CC(=O)C(C=NCC2CCCO2)=C(O)C1 (stereo unspecified)
(43) COc1ccc(N=C(N(C)C)P(=O)(N(C)C)N(C)C)cc1
(44) CC1(O)C(c2ccccc2)=Nc2ccccc21 (stereo unspecified)
(45) CC1=CCC(Cc2nc3ccccc3o2)C1(C)C (stereo unspecified)
(46) CCC(=O)N(C)C[C@@H]1Oc2cc(-c3ccc(C#N)cc3)ccc2S(=O)(=O)N([C@H](C)CO)C[C@H]1C
(47) CCOC(=O)N1CCC(NC(=O)CC2C(=O)NCCN2Cc2ccccc2)CC1 (stereo unspecified)
(48) Cc1onc(-c2ccccc2Cl)c1C(N)=O
entry no.	41	42	43	44	45	46	47	48
miR-122 sensor	6[16.7 µM]	3	-3&1	-1	-10	-1[16.7 µM]	-7	-10
Cneo AK release	68	-1	0	-1	0	0	0	-2
esBAF inh	-2	-11	-2	34	3	1	nt	-5
ERp5 inh	-1	nt	-4	7	nt	22	-2	nt
C2C12 statin	-21	-2	-5	-10	-2	-16	nt	-8
ARNT TACC3 PPI	-1	-6	5&0	nt	nt	-5	1	-8
SIRT5 block	nt	nt	-2	0	nt	3	1	nt

(49) O=C(COC(=O)c1ccc([N+](=O)[O-])cc1)Nc1cccnc1Cl
(50) Cc1ccc(C)c(OCc2nc3ccc(S(=O)(=O)Nc4c(C)n(C)n(-c5ccccc5)c4=O)cc3[nH]2)c1
(51) O=C(Nc1cccc(Cl)c1Cl)C1CCN(c2ncccn2)CC1
(52) Cc1ccc(-c2noc(C3CCCN(C(=O)c4ccc(Cl)cc4)C3)n2)o1 (stereo unspecified)
(53) CC(C)N1CCC(N2CCN(Cc3ccc4nsnc4c3)CC2CCO)CC1 (stereo unspecified)
(54) CCOC(=O)C1CCN(C(=O)c2ccc3nc(-c4ccc(OC)cc4)c(-c4ccc(OC)cc4)nc3c2)CC1
(55) CCOc1ccc(CCNC(=O)CN2C(=O)CCSc3ccccc32)cc1OCC
(56) N#CC1=C(N)Oc2cc(O)ccc2C1c1cccnc1 (stereo unspecified)
entry no.	49	50	51	52	53	54	55	56
miR-122 sensor	1	1	-9	-2	5	33	nt	-2
Cneo AK release	0	3	-2	0	1	-3	1	-1
esBAF inh	nt	-3	0	14	-3	-7	5	-1
ERp5 inh	3	2	nt	-3	2	-5	2	5
C2C12 statin	nt	3	-4	5	4	-1	-22	-2
ARNT TACC3 PPI	1	3	3	4	1	-18	-8	-4
SIRT5 block	2	2	nt	5	-6	-5	5	-4
